ALOX15 inhib – qHTS Assay for Inhibitors of 15-hLO (15-human lipoxygenase). Polyunsaturated fatty acid lipoxygenase ALOX15 (Homo sapiens), P16050. Potency, µM (doses to about 57.1 µM), inactives show at the highest dose activity change, negative = inhibition, actives largely listed as inhibitors. 74,000 compounds, 1.4% hits. purified 15hLO-1, xylenol orange hydroperoxide absorbance; note: potency is the fitted concentration of half-maximal effect; % is set by controls: 0 for no effect and ±100 for the full control effect; nearly all actives have a fitted effect of over 55% in size
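Compounds were preincubated 15 min at room temperature with 40 nM purified human enzyme (25 mM Hepes pH 7.5, 0.01% Triton X-100); 50 uM arachidonic acid reacted 6 min. Fe-xylenol orange detection, 30 min, absorbance ratio 573/405 nm.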
BRCT inh red – qHTS Assay for Inhibitors of BRCT-Phosphoprotein Interaction (Red Fluorophore). Breast cancer type 1 susceptibility protein (Homo sapiens), P38398. BRCT-phosphopeptide binding, red fluorescence polarization. Potency, µM (series often up to 76.9 µM), inactives show at the highest dose activity change, negative = inhibition, most hits filed as inhibitors. 75,000 compounds, 0.03% hits; note: % is set by controls: 0 for no effect and ±100 for the full control effect
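Fluorescence polarization: 100 nM His-tagged BRCA1 BRCT with 100 nM TAMRA-labelled phospho-BACH1 decapeptide, phosphate buffer pH 7.3 with 150 mM NaCl, DTT, 0.01% Tween 20; 12 min RT. Binding inhibition seen as FP decrease.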
Ub-GFP proteasome – Ubiquitin-GFP Assay; Potency, µM (titrated, usually from 45.9 µM), for inactives: top-dose activation (GFP accumulation), most hits filed as activators; 67,000 tested, under 10 active; Ubiquitin-GFP reporter cells, proteasome inhibition, GFP fluorescence; response scale: untreated = 0%, 10 µM MG-132 = 100%; active = well fitted activation curve with a large enough effect, not every such curve was filed as active; inconclusive = small, poorly fitted or top-dose-only effect, or another doubt; inactive = no such curve, though single readings can be large or run the other way; note: potency is the fitted concentration of half-maximal effect
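Proteasome block read as GFP accumulation: ubiquitin(G76V)-GFP U2OS cells exposed to compound (2.9 nM–46 uM) for 4 hr at 37 C. Normalization used untreated cells as 0% and 10 uM MG-132 as 100%; concentration-response curves fitted.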
Epigenetic mod – qHTS Assay for Epigenetic Modulators; mouse C127i GFP locus derepression, cytometry, 30 h; Potency, µM (highest dose often 46.1 µM), for the others: at the top dose GFP derepression (activation); 68,000 compounds, 0.09% hits; AID 597, 2007; note: % of control where 0% means no effect
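Derepression screen: silenced CMV-GFP reporter in murine C127i cells, 30 h compound incubation at 37 C, washed cells imaged by laser-scanning cytometer to enumerate GFP-expressing objects of 20 to 120 um.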
USP2a inh – qHTS Assay for Inhibitors of Ubiquitin-specific Protease USP2a | 60,000 compounds, 0.1% hits | AID 927, 2007 | Potency, µM (highest dose often 38.3 µM), for inactives: at the highest dose activity change, negative = inhibition, actives largely listed as inhibitors | USP2a enzymatic assay, qHTS inhibition;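 note: potency is the fitted concentration of half-maximal effect; nearly all actives have a fitted effect of over 60% in size; plate controls were DMSO for no effect and NEM full inhibition control for full effect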
Target sequence (O75604 whole entry, looked up): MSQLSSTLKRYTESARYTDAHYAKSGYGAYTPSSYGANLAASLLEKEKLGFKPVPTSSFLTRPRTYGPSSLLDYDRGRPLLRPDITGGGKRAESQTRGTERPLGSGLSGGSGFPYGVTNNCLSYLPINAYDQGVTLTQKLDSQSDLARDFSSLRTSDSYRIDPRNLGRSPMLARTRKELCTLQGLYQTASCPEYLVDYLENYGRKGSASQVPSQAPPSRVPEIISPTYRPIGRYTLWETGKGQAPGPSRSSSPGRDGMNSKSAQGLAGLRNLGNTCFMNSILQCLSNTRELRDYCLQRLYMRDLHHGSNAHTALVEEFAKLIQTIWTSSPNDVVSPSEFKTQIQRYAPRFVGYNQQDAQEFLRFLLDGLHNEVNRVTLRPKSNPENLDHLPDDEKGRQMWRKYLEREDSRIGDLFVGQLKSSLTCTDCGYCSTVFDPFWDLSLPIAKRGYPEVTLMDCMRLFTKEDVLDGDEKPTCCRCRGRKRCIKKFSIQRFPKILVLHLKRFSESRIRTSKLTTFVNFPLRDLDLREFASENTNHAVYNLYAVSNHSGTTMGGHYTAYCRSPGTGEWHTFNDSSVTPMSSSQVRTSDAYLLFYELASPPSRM
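20 nM USP2 core + cpd, 30 min RT; add 20 nM Ub-PLA2/20 uM NBD C6-HPC; read Ex460/Em535 at 0 h and 2.5 h. Normalized to NEM; qHTS curve fit/classification.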
Hsp90 Hop PPI – qHTS Assay for Disrupters of an Hsp90 Co-Chaperone Interaction; 71,000 compounds, 0.44% hits; Hsp90 C-terminal peptide / TPR2A (Hop) interaction, human; Potency, µM (highest dose often 57 µM), for the others: at the top dose activity change, negative = inhibition; AlphaScreen TPR2A-His6 binding biotin-Hsp90 C-terminal peptide; AID 595, 2007; active = well fitted curve in either direction with a large enough effect; inconclusive = small, poorly fitted or top-dose-only effect, or another doubt; note: potency is the fitted concentration of half-maximal effect; % is set by controls: 0 for no effect and ±100 for the full control effect; many of its hits are not listed in these tables
HADH2 inhib – qHTS Assay for Inhibitors of HADH2 (Hydroxyacyl-Coenzyme A Dehydrogenase, Type II). 73,000 compounds, 3.4% hits. Potency, µM (top dose mostly 57.1 µM), for the others: top-dose activity change, negative = inhibition, usual class: inhibitors. recombinant HADH2, NADH fluorescence, beta-hydroxybutyryl-CoA. AID 886, 2007. 3-hydroxyacyl-CoA dehydrogenase type-2 (Homo sapiens), Q99714; note: potency is the fitted concentration of half-maximal effect; % is set by controls: 0 for no effect and ±100 for the full control effect; nearly all actives have a fitted effect of over 60% in size; many of its hits are not listed in these tables
Target sequence (Q99714 whole entry, looked up, one chain of several): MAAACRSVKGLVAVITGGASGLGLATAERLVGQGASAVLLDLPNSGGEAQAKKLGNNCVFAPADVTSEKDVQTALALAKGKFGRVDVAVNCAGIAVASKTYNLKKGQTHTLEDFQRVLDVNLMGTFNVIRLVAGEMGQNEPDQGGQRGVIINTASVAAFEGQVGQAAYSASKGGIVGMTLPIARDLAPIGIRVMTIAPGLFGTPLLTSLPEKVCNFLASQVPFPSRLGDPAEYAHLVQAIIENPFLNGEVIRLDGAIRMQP
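Buffer 100 mM Tris-HCl pH 9.0/0.01% Tween-20; HADH2 20 nM; NAD+ 1 mM; beta-hydroxybutyryl-CoA 90 uM (all final). 15 min cpd preincubation, RT.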
DNA Pol III inh – qHTS Assay for Inhibitors of DNA Polymerase III Holoenzyme System; reconstituted DNA polymerase III holoenzyme replication, biochemical; Potency, µM (doses to about 57.1 µM), without a hit: at the highest dose activity change, negative = inhibition; 71,000 compounds, 0.25% hits; AID 603, 2007; note: potency is the fitted concentration of half-maximal effect; % is set by controls: 0 for no effect and ±100 for the full control effect
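Reconstituted *E. coli* holoenzyme (0.35 nM Pol III, 1 nM beta, 154 nM SSB, 2 nM primase) was preincubated with compound for 15 min at RT. Synthesis on 1.4 nM ssM13Gori ran 35 min, then was stopped with PicoGreen/EDTA and read as dsDNA fluorescence.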
BRCT PPI green – qHTS Assay for Inhibitors of BRCT-Phosphoprotein Interaction (Green Fluorophore); Breast cancer type 1 susceptibility protein (Homo sapiens), P38398; BRCA1 BRCT-phosphopeptide binding, green fluorescence polarization; Potency, µM (doses to about 76.9 µM), without a hit: at the top dose activity change, negative = inhibition, most hits filed as inhibitors; 75,000 compounds, 0.05% hits;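 note: potency is the fitted concentration of half-maximal effect; plate controls were peptide without protein for full effect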
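Compounds were incubated for 12 min at room temperature with a complex of 100 nM fluorescein-tagged pBACH1 decapeptide and 250 nM His-tagged BRCT protein. Buffer was phosphate pH 7.3 with EDTA, DTT and Tween 20. Disruption of binding lowers the polarization signal.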
HBB splice mod – qHTS Assay for Modulators of Hemoglobin Beta Chain Splicing. HBB splicing reporter cell assay, activation; EGFP reporter with mutant IVS2-654 intron; response scale: normalised to 500 nM splice-correcting PNA. Potency, µM (highest dose often 46.1 µM), for inactives: top-dose activation, most hits filed as activators. 65,000 compounds, 0.06% hits. AID 925, 2007; note: potency is the fitted concentration of half-maximal effect; 0% is about no effect
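Compounds were applied for 2 days to HeLa EGFP-654 cells, 500/well in Optimem with 2% FCS. The reporter's EGFP is disrupted by mis-splicing of beta-globin intron IVS2-654. Readout: summed well GFP fluorescence from 488 nm laser scanning; reference was 500 nM antisense […] 654 PNA.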
CRE Fsk mod – Cell signaling CRE-BLA (Fsk stim) | CHO CRE-bla reporter (cAMP response element driving beta-lactamase), forskolin EC10, beta-lactamase ratio | Potency, µM (highest dose often 38.2 µM), without a hit: at the top dose activity change, negative = inhibition, hits mostly activators | 71,000 compounds, 2.5% hits; active = well fitted activation curve with a large enough effect in the signal ratio, with a control signal flat, not every such curve was filed as active; inconclusive = small, poorly fitted or top-dose-only effect, or effect the other way, or a change in a side signal; the % refers to the signal ratio; note: potency is the fitted concentration of half-maximal effect; % of control where 0% means no effect
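CHO CRE-bla cells, overnight plating in Opti-MEM with 0.5% dialyzed FBS; cpd titration + EC10 NKH 477, 3 h 37 °C; CCF4 2 h RT; ex 405/em 460 vs 530 ratio → %Activity, AC50.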
The depositor's hits bear a star; ? = inconclusive; . = not tested or not shown; [ ] = dose if it differs, or a comment. Unless noted, calls come from the whole dose curve; as a rule, active = well fitted curve in the direction sought with a large enough effect; inconclusive = small, poorly fitted or top-dose-only effect, or another doubt; inactive = no such curve, though single readings can be large; an effect the other way counts as inactive or inconclusive.

SMILES | ALOX15 inhib | BRCT inh red | Ub-GFP proteasome | Epigenetic mod | USP2a inh | Hsp90 Hop PPI | HADH2 inhib | DNA Pol III inh | BRCT PPI green | HBB splice mod | CRE Fsk mod
COc1ccc(C2N(c3cccc(Cl)c3)C(=O)C3CCCN32)cc1 (configuration not stated) | 3% | 0.5% | 5% | -3% | . | ? | 10% | -1% | 1.9% | 0.1% | -3%
COc1cccc(-c2cncnc2N(C)Cc2ccco2)c1 | ? | -0.4% | -4% | ? | 69%[activator] | 1% | ? | 4% | -3.1% | 0.3% | -14%
COc1ccc(CCNS(=O)(=O)c2ccc3oc(C(=O)O)c(C)c3c2)cc1OC | 0% | 0.4% | -3% | 0% | 6% | 2% | -1% | -8% | -1.1% | 2.0%[57.5 µM] | 8%
COCCn1c(=O)c(C)nc2cnc(OCc3ccccc3)nc21 | -6% | -1.1% | -9% | 3%[9.22 µM] | 8% | -1% | -8% | -4% | -2.4% | 0.6% | ?
COC(=O)C1CCN(C(=O)CSc2nnc(-c3ccncc3)o2)CC1 | ? | -2.0% | 1% | -1% | -7% | -4% | 4% | 1% | 1.8% | 0.2% | ?
O=C(O)C[C@H](Cc1ccccc1Cl)C(=O)O | 7%[11.4 µM] | 1.7%[15.4 µM] | -9%[9.17 µM] | 2%[9.22 µM] | . | -3%[11 µM] | 7%[11.4 µM] | 2%[11.4 µM] | -0.9%[15.4 µM] | 1.2%[9.22 µM] | 4%[7.6 µM]
Cc1cnc(-c2nnc(N(C)C(=O)c3ccccn3)s2)cn1 | -1% | 0.5% | -9% | 1% | 1% | -2% | -13% | -4% | -1.1% | . | -1%
COc1ccc(Cc2nc3ccc(S(N)(=O)=O)cc3[nH]2)cc1OC | 1% | 0.8% | 2% | 1% | -6% | -1% | 12% | -6% | 0.8% | -1.2% | ?
CCN(c1nc(N)c(C(=O)N=C(N)N)nc1Cl)C(C)C | 13% | 1.0% | -5% | -4% | -1% | -15% | 12% | 0% | 1.6% | 0.9% | 8%
Cc1ccc(C2C(C#N)=C(N)Oc3n[nH]c(-c4cccs4)c32)s1 (configuration not stated) | 25µM* | -2.0% | 2% | -2% | 8% | -7% | ? | -9% | -1.9% | 0.1% | -11%
Nc1nc(-c2ccco2)c(-c2ccco2)s1 | 20µM* | -20% | 1% | 0% | 16% | ? | 13µM* | ? | -14% | -7.3% | 4%
Cn1c(=O)oc2cc(S(=O)(=O)NCc3ccccn3)ccc21 | -2% | -0.6% | 1% | . | . | -4% | 3% | -3% | -2.8% | 0.8% | -4%
Cn1c(CNc2ccc(Cl)cc2)nc2ccccc21 | 11% | 0.0% | 4% | 4% | 0% | -5% | 6% | -3% | -2.1% | -0.1% | 3%
CCCCN1Cc2cc(C(=O)c3cc(F)ccc3O)cnc2NC1=O | ? | 0.2% | 2% | -1% | 25% | -3% | 3% | -2% | -2.7% | 0.6% | -23%
Cc1cc(C)n(C(=O)CNC(=O)c2ccco2)n1 | 9% | -1.1% | -2% | 1% | -15% | -1% | -10% | -5% | -0.8% | . | 0%
COCC(=O)n1nc(-c2ccccc2)nc1NCc1ccc(F)cc1 | 7% | -0.6% | -4% | -2% | 4% | -2% | 4% | 1% | -4.0% | -0.2% | -7%
Cc1onc(-c2ccccc2Cl)c1C(=O)Nc1ccc(-c2cn3cccnc3n2)cc1 | -1% | -0.8% | 5% | -2% | 32%[activator] | -3% | ? | 2% | 1.9% | 1.2% | ?
COc1ccc(C(=O)Nc2cccc(C)c2)cc1 | -4%[11.4 µM] | -1.4% | -3%[9.17 µM] | -2% | 5%[7.66 µM] | -5%[11 µM] | 5%[11.4 µM] | 1%[11.4 µM] | -0.4% | -1.4%[0.0738 µM] | ?
CCOc1cc(-c2nn3cnnc3s2)cc(OCC)c1OCC | 3% | -1.5% | -7% | -3% | 17% | -4% | 0% | -2% | 0.5% | 1.3% | ?
O=C(Nc1ccccc1C(=O)N1CCOCC1)C1CC(=O)N(C2CCCC2)C1 (configuration not stated) | 4% | -0.5% | -7% | 0% | -9% | -7% | 14% | -7% | -0.6% | -1.5% | 3%
COC(=O)c1ccc(OC)c(CSc2nnc(-c3ccc(C)cc3)o2)c1 | 2% | -0.7% | 6% | 0% | . | -2% | -3% | -2% | -0.5% | -0.2%[57.5 µM] | -1%
CC(C)c1nc(N2CCOCC2)c(C#N)c2c1CCCC2 | -10% | 0.4% | -5% | 0% | -10% | 6% | 123%[activator] | -2% | -1.8% | -1.5% | ?
Cn1c(=O)c2c(ncn2CC(=O)N2CCc3ccccc3C2)n(C)c1=O | -10% | 3.5% | 0% | 0% | 0% | -1% | -3% | -3% | -2.7% | 0.3% | 1%
C=CCNC(=O)CN1CCC(O)(c2ccccc2)CC1 | 7% | 1.5% | -1% | 4% | 3% | -1% | 15% | -3% | 0.8% | . | -1%
CCn1cc(C(=O)NCc2cccs2)c(=O)c2cc(S(=O)(=O)N3CCOCC3)ccc21 | 0% | 0.0% | 7% | 0% | 5% | -1% | 9% | -1% | 1.8% | -1.2%[1.84 µM] | 20µM*
Cc1ccc2c(CNCc3ccco3)cc(=O)oc2c1 | -5% | -2.2% | 14% | -2% | 35%[activator] | -4% | 1% | 0% | 1.6% | 5.1%[1.84 µM] | 0%
CCCn1c(C)nc2c(N3CCC(N(C)C)C3)nc(C)nc21 (configuration not stated) | 3% | -1.3% | -2% | . | . | 1% | 7% | -2% | -1.9% | -0.6% | 16%
c1ccc(C2=Nn3c(nnc3-c3ccncc3)SC2)cc1 | 0% | -5.0% | 16% | 3% | -2% | -1% | 14% | -3% | -0.6% | 3.9%[1.84 µM] | ?
COc1ccccc1CNC(=O)C1CCN(S(=O)(=O)c2cccc3cccnc23)CC1 | 5% | 0.9% | 3% | -8% | . | 0% | -2% | -16% | 0.3% | 0.2% | -17%
Cc1ccnc(NC(=O)C2CCC(CNc3c(N4CCCC4)c(=O)c3=O)CC2)c1 (configuration not stated) | ? | -0.7% | -3% | 0% | . | -3% | -5% | 1% | -2.9% | -1.4% | -14%
CCn1c(C(C)NC(C)=O)nc2ccccc21 (configuration not stated) | 6% | -0.1% | 2% | . | . | 0% | -4% | -5% | -1.8% | -0.1% | -5%
CCOCc1nnc(NC(=O)c2cccs2)s1 | 10% | 1.1% | 3% | 0% | 31%[activator] | 0% | -15% | -4% | 0.2% | 1.2% | 3%
O=C(NC1CCCC1)c1cnn2c(C(F)(F)F)cc(-c3ccc4c(c3)OCO4)nc12 | -1% | -1.2% | 5% | -2% | 20% | -2% | 20% | -7% | -1.5% | . | 13%
COc1ccc(-c2nc(C)c(C(C)=O)n2O)cc1OC | -9%[11.4 µM] | -1.3% | -9%[9.17 µM] | 0% | 0%[7.66 µM] | 0%[11 µM] | -25%[11.4 µM] | 0%[11.4 µM] | -1.6% | -1.7%[0.0738 µM] | ?
Cn1c(=O)cc(SCC(=O)Nc2cccnc2)c2ccccc21 | 2% | -1.8% | 9% | 0% | 5% | 6% | 1% | -4% | 3.0% | -1.1% | 22%
Cc1cc(NC(=O)c2ccccc2F)n(-c2nc3ccccc3[nH]2)n1 | 1% | -0.3% | -9% | 3% | 1% | -6% | 8% | -9% | -1.1% | -1.9% | 25%
CC(NC(=O)c1ccco1)C(c1cccs1)N1CCN(c2ccccc2)CC1 (configuration not stated) | -3% | 1.1% | 12% | . | . | -8% | 4% | -2% | 3.2% | -0.3% | ?

A portion of the library; the hit share may differ from the screen's.
